# Assay outcomes as filed in PubChem BioAssay.
# USP1-UAF1 inh: Inhibitors of USP1/UAF1: Primary Screen; recombinant USP1/UAF1, Ub-Rhodamine cleavage fluorescence; Potency, µM (doses to about 57.1 µM), without a hit: top-dose activity change, negative = inhibition, actives largely listed as inhibitors; Ubiquitin carboxyl-terminal hydrolase 1 (Homo sapiens), O94782; 390,000 tested, 0.23% active; AID 743255, 2014; note: % is set by controls: 0 for no effect and ±100 for the full control effect; nearly all actives have a fitted effect of over 60% in size; inactives centre near -12
#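 USP1/UAF1 complex at 1 nM was preincubated with compound for 15 min at room temperature, then Ub-Rho substrate (150nM final) was added. Fluorescence (480/540 nm) was read kinetically, 6 reads every 60 seconds.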
# RGS4 inh: Inhibitors of Regulator of G Protein Signaling (RGS) 4: qHTS | Regulator of G-protein signaling 4 (Homo sapiens), P49798 | 390,000 tested, 0.039% active | Transcreener GDP fluorescence polarization, RGS4-accelerated GTP hydrolysis | Potency, µM (top dose mostly 114 µM), inactives show at the top dose activity change, negative = inhibition, most hits filed as inhibitors; note: % is set by controls: 0 for no effect and ±100 for the full control effect; nearly all actives have a fitted effect of over 75% in size; some results filed as inactive show a strong effect at the top dose
#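 MLSMR compounds (23 nl, pin-transferred) preincubated 10 min at room temperature with a 500nM (2x) first reagent, then RGS4 at 900nM (2x) plus Transcreener GDP mix added; fluorescence polarization (620/688 nm) read before and after 90 min at 30 °C.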
# ALOX12 inh: Primary qHTS assay for inhibitors of human arachidonate 12S-lipoxygenase (ALOX12): Round 2; Potency, µM (doses to about 108 µM), without a hit: at the top dose activity change, negative = inhibition, most hits filed as inhibitors; purified 12hLO, xylenol orange hydroperoxide absorbance; Polyunsaturated fatty acid lipoxygenase ALOX12 (Homo sapiens), P18054; 580,000 tested, 1.1% active; note: % is set by controls: 0 for no effect and ±100 for the full control effect
# Target sequence (P18054 whole entry, looked up): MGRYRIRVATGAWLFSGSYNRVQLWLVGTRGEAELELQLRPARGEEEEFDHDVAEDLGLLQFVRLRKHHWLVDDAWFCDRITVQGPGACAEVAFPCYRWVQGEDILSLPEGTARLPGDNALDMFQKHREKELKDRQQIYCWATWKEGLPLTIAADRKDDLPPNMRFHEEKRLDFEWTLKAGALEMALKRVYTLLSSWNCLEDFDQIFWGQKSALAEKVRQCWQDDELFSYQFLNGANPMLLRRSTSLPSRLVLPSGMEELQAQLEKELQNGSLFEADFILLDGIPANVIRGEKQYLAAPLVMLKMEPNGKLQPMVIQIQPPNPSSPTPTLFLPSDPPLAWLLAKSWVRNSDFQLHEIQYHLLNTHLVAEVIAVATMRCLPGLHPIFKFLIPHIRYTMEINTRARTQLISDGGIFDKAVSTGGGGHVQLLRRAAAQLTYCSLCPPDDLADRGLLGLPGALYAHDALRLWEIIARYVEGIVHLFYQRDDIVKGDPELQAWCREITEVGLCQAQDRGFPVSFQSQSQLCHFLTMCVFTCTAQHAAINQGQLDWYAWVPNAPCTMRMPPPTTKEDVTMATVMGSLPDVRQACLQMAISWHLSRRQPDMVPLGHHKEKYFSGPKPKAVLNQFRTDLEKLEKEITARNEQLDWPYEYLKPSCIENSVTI
#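 Purified human 12hLO (150 nM final) in 25 mM Hepes, 0.01% Triton X-100, pH 7.0 was preincubated 15 min at room temperature with compound. Then 40 uM arachidonic acid was added, 30 min. Hydroperoxide was read by Fe-XO absorbance ratio 573/405 nm.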
# TrxR1 inh: qHTS Assay for Inhibitors of Mammalian Selenoprotein Thioredoxin Reductase 1 (TrxR1): qHTS. Thioredoxin reductase 1, cytoplasmic (Rattus norvegicus), O89049. recombinant rTrxR1, NADPH fluorescence consumption, selenite substrate. AID 588453, 2011. 390,000 tested, 1% active. Potency, µM (titrated, usually from 114 µM), for the others: at the highest dose activity change, negative = inhibition, most hits filed as inhibitors; note: % is set by controls: 0 for no effect and ±100 for the full control effect; nearly all actives have a fitted effect of over 65% in size
#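 Rat TrxR1 (90 nM in the dispensed reagent) was pre-reduced with 400 uM NADPH for 5 min at room temperature, then incubated with compound for 15 min. After 400 uM selenite was added, NADPH fluorescence (Ex 340/Em 450 nm) was followed for 8 min.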
# RXFP1 agonist: qHTS Assay for Agonists of the Relaxin Receptor RXFP1; 370,000 tested, 0.3% active; AID 2676, 2010; Potency, µM (top dose mostly 57.5 µM), inactives show at the top dose activation, usual class: activators; Relaxin receptor 1 (Homo sapiens), Q9HBX9; HEK293T-RXFP1 cAMP TR-FRET, 30 min; response scale: percent of porcine relaxin response, buffer zero; note: % is set by controls: 0 for no effect and ±100 for the full control effect; nearly all actives have a fitted effect of over 60% in size; many of its hits are not listed in these tables
#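 cAMP rise read by TR-FRET after 30 min, 37C compound exposure (up to 58 uM) in RXFP1-transfected HEK293 cells with Ro 20174 present. EC50 from Hill-equation fits, with 29 nM porcine relaxin as 100% and buffer as basal.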
# IDH1 R132H inh: qHTS for Inhibitors of mutant isocitrate dehydrogenase 1 (IDH1): qHTS. 390,000 tested, 0.093% active. Potency, µM (doses to about 76.6 µM), inactives show at the top dose activity change, negative = inhibition, actives largely listed as inhibitors. IDH1-R132H enzyme, NADPH consumption, diaphorase/resazurin fluorescence; note: % is set by controls: 0 for no effect and ±100 for the full control effect; nearly all actives have a fitted effect of over 65% in size
#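 IDH1-R132H (0.5 ug/mL) preincubated 30 min with compound, then NADPH (0.016 mM) and alpha-KG (2 mM) added; 80 min at RT, pH 7.5. Remaining NADPH coupled via diaphorase/resazurin to fluorescence (540/590 nm); concentration-response curves normalized to no-enzyme control.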
# TrxR1 substrate: qHTS Assay for Substrates of Mammalian Selenoprotein Thioredoxin Reductase 1 (TrxR1): qHTS | Potency, µM (highest dose often 114 µM), for inactives: at the top dose activity change, negative = substrate turnover | purified TrxR1 substrate turnover, NADPH consumption readout | 390,000 tested, 0.01% active; note: % is set by controls: 0 for no effect and ±100 for the full control effect; nearly all actives have a fitted effect of over 50% in size
#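 Rat TrxR1, dispensed at 90 nM, was prereduced with 400 uM NADPH (final) for 5 min at ~22 deg C, then incubated with compound 15 min before 400 uM selenite. A first-read NADPH fluorescence drop versus no-compound background flagged substrates.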
# Vif-A3F inh: qHTS for Inhibitors of Vif-A3F Interactions: qHTS; HeLa A3F-eYFP + Vif (tagged APOBEC3F with the HIV-1 protein that degrades it), YFP fluorescence increase; Potency, µM (series often up to 46.1 µM), for the others: at the top dose activity, negative = active; 390,000 tested, 0.2% active; note: % of control where 0% means no effect; nearly all actives have a fitted effect of over 65% in size
#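 HeLa cells stably expressing Vif plus C-terminally eYFP-tagged A3F were seeded, incubated overnight at 37 deg C, dosed with compound, incubated overnight again at 37 deg C. Yellow fluorescence (Ex 488/Em 500-530) reported blocked Vif-mediated A3F-eYFP degradation.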
# Vif-APOBEC3G blk: qHTS for Inhibitors of Vif-A3G Interactions: qHTS; DNA dC->dU-editing enzyme APOBEC-3G (Homo sapiens), Q9HC16; HeLa A3G-eYFP + Vif (tagged APOBEC3G with the HIV-1 protein that degrades it), YFP fluorescence, overnight; Potency, µM (top dose mostly 46.1 µM), for inactives: top-dose activity, negative = active, most hits filed as inhibitors; 410,000 tested, 0.076% active; AID 602310, 2012;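 note: % is set by controls: 0 for no effect and ±100 for the full control effect; nearly all actives have a fitted effect of over 60% in size; hits raise eYFP signal because A3G escapes Vif-driven loss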
# Target sequence (Q9HC16 whole entry, looked up): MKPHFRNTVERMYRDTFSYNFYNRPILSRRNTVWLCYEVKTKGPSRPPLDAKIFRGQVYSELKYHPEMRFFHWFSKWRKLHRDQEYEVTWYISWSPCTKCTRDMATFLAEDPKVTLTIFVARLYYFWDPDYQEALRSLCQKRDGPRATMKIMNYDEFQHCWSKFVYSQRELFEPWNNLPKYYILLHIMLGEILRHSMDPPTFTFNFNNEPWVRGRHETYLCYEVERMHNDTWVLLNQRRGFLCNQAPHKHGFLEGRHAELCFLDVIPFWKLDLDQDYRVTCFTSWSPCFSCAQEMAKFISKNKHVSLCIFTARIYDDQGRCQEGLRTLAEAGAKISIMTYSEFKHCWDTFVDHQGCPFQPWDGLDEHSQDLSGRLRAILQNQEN
#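 HeLa cells stably expressing Vif and C-terminally eYFP-tagged A3G, seeded overnight at 37 deg C, then exposed to compound by pintool overnight at 37 deg C. Rise in yellow fluorescence (Ex 488/Em 500-530, Acumen) marks blocked Vif-driven A3G degradation.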
# Numbers without * were called inactive; i = inactive; ? = inconclusive; / = no result given; & = joins results of further samples; [ ] = dose if it differs, or a comment. Calls come from the whole dose curve; as a rule, active = well fitted curve in the direction sought with a large enough effect; inconclusive = small, poorly fitted or top-dose-only effect, or another doubt; inactive = no such curve, though single readings can be large; an effect the other way counts as inactive or inconclusive. Potency is the fitted concentration of half-maximal effect.
Compound	USP1-UAF1 inh	ALOX12 inh	RXFP1 agonist	Vif-A3F inh	TrxR1 inh	TrxR1 substrate	Vif-APOBEC3G blk	IDH1 R132H inh	RGS4 inh
COc1ccccc1-c1cc(C(F)(F)F)nc(S(=O)(=O)CCCC(=O)Nc2ccccc2F)n1	?	-13%	-4.5%	-2%	88%[activator]	103%[activator]	?	-3%	-13%
COc1cccc(NC(=O)C2CCN(C(=O)[C@@H]3Cc4ccccc4CN3C(=O)OC(C)(C)C)CC2)c1	-10%	-1%	-1.5%	-13%	5%	-4%	-3%	0%	-16%
COc1ccc(OC)c(Nc2nc3nonc3nc2N2CCCC(C)C2)c1 (configuration not stated)	-18%	-11%	-0.9%	-9%	17%	5%	-5%	6%	2%
CC(C)(C)c1ccc(OCC(=O)Nc2ccc(C(=O)Nc3ccccc3C(=O)O)cc2)cc1	-17%	i	-2.6%	-1%	-25%	-10%	1%	-3%	?
O=C(CCC1COc2ccccc2O1)NC1CCCCC1 (configuration not stated)	-3%	16%	-1.0%	2%	-2%	-6%	0%	2%	-28%
COc1ccc(-n2c(=O)c3c4c(sc3n(Cc3cc(C)ccc3C)c2=O)CN(C(C)=O)CC4)c(OC)c1	-17%	?	-1.4%	4%	5%	-5%	-5%	?	-9%
CC(=O)c1ccc(N2CCN(C(=O)Cc3cccs3)CC2)cc1	-11%	3%	1.3%	7%	11%	-7%	-7%	-12%	-8%
Cc1cc(=O)oc2cc(NC(=O)c3ccccc3OC(F)F)ccc12	-18%	-3%	3.2%	?	13%[57.1 µM]	77%[activator][57.1 µM]	-19%	-2%	-25%
CCOC(=O)c1sc(NC(=O)CSc2nc(O)c(Cc3ccccc3)c(=O)[nH]2)nc1C	-1%	-15%	3.7%	0%	3%[57.1 µM]	-5%	0%	-4%	-16%
CN1CCN(C(=O)CN(Cc2ccc(Cl)cc2)S(C)(=O)=O)CC1	-5%	-5%	-1.6%	10%	7%[57.1 µM]	-2%	0%	7%	-19%
NNc1nc2c(-c3cccc(C(F)(F)F)c3)nnn2c2ccccc12	-5%	6%	10%	?	6%	8%	?	9%	-40%
CCCOC(=O)c1c(NC(=O)CCCn2nc([N+](=O)[O-])c(Cl)c2C)sc(C(=O)OC)c1C	-19%	-6%	0.3%	-9%	14%[57.1 µM]	-22%[57.1 µM]	4%	3%	-16%
O=C(Nc1ccccc1)c1ccc(S(=O)(=O)NCC2CCCO2)cc1 (configuration not stated)	-6%	4%	1.6%	7%	25%	-5%	0%	6%	-17%
Cc1nc2ccccc2cc1O	-10%	-6%	1.0%	-2%	10%	334%[activator]	1%	7%	-14%
COc1ccccc1-n1c(=O)oc2ccc(Cl)cc2c1=O	-9%	?	0.0%	5%	8%[57.1 µM]	5%[57.1 µM]	-4%	14%	14%
COc1ccc(NC(=O)Cn2c(=O)oc3ccccc32)cc1	-20%&-26%	8%&1%	0.0%&0.3%	0%&5%	29%	2%	-1%&3%	-5%&-9%	-10%[11.4 µM]
CN(C)CCNc1nc2c(c(=O)[nH]c(=O)n2C)n1CC(O)COc1ccc(Cl)cc1 (configuration not stated)	?	?	0.0%	-9%	11%	-4%	1%	1%	12%
CNC(=O)c1c(NC(=O)c2cc(=O)c3ccccc3o2)sc2c1CCC2	-14%	0%	3.3%	-1%	10%[57.1 µM]	2%[57.1 µM]	-4%	-4%	24%
CCOC(=O)c1ccc(N2C(=O)c3[nH]nc(-c4ccc(OC)cc4)c3C2c2ccccc2Cl)cc1 (configuration not stated)	-34%	-8%	1.9%	0%	19%	-5%	0%	-5%	1%
O=C(NNC(=O)c1cccnc1SCc1cccc([N+](=O)[O-])c1)c1ccccn1	-1%	7%	-0.8%	-14%	-8%	-12%	-20%	4%	9%
O=C(CSc1nccc(-c2cccs2)n1)Nc1ccccc1	-21%	5%	-0.4%	-17%	23%	2%	-9%	17%	-5%
CCC1=NN(C(=O)Cc2ccc(OC)cc2)C(O)(C(F)(F)F)C1 (configuration not stated)	-10%	9%	0.5%	2%	12%	-5%	1%	3%	-18%
CCN(Cc1ccncc1)C(=O)CCc1nnc(CCc2ccccc2OC)o1	-13%	-6%	0.8%	3%	19%	1%	-1%	5%	9%
C#CCNC(=O)c1cccn1-c1ncc(C(F)(F)F)cc1Cl	-14%	24%	-1.0%	-19%	28%	8%	-2%	4%	-11%
CC1CCCN(C(=O)c2cc3c(Cl)nc4ccccc4c3s2)C1 (configuration not stated)	-24%	?	-0.1%	0%	9%	2%	-3%	-15%	-19%
CCn1cc(/C=C(\NC(=O)c2cc(OC)c(OC)c(OC)c2)C(=O)NCCCn2ccnc2)c2ccccc21	-22%	-15%	-0.6%	0%	-18%	-13%	0%	-7%	-7%
CC(=O)c1ccc(NC(=O)c2cc(CC(C)C)nc3ccccc23)cc1	-2%	67%[activator]	2.5%	-3%	15%	-5%	-8%	4%	1%
O=C(N/N=C/c1cccc(Br)c1)c1ccc(Br)cc1	-21%	3%	0.3%	13%	24%	3%	-12%	0%	-19%
C=CCN1C(=O)CS/C1=N/c1nccs1	?	17%	0.2%	8%	19%	1%	-2%	11%	-27%
CCc1cc(-c2n[nH]c(=S)n2C(C)c2ccccc2)cs1 (configuration not stated)	-17%	?	1.2%	-3%	-12%	6%	0%	12%	-35%

# Two of these compounds in a different format:
CC(=O)c1ccc(NC(=O)c2cc(CC(C)C)nc3ccccc23)cc1
- USP1-UAF1 inh: -2%
- ALOX12 inh: 67%[activator]
- RXFP1 agonist: 2.5%
- Vif-A3F inh: -3%
- TrxR1 inh: 15%
- TrxR1 substrate: -5%
- Vif-APOBEC3G blk: -8%
- IDH1 R132H inh: 4%
- RGS4 inh: 1%
Cc1nc2ccccc2cc1O
- USP1-UAF1 inh: -10%
- ALOX12 inh: -6%
- RXFP1 agonist: 1.0%
- Vif-A3F inh: -2%
- TrxR1 inh: 10%
- TrxR1 substrate: 334%[activator]
- Vif-APOBEC3G blk: 1%
- IDH1 R132H inh: 7%
- RGS4 inh: -14%

# Just IDH1 R132H inh (2 entries from above):
SMILES	IDH1 R132H inh
CCOC(=O)c1sc(NC(=O)CSc2nc(O)c(Cc3ccccc3)c(=O)[nH]2)nc1C	-4%
CN1CCN(C(=O)CN(Cc2ccc(Cl)cc2)S(C)(=O)=O)CC1	7%

# The results go on.
Compound	USP1-UAF1 inh	ALOX12 inh	RXFP1 agonist	Vif-A3F inh	TrxR1 inh	TrxR1 substrate	Vif-APOBEC3G blk	IDH1 R132H inh	RGS4 inh
COc1ccc(-c2nc3scc(CCNS(=O)(=O)c4ccc(Oc5ccccc5)cc4)n3n2)cc1	-21%	-10%	0.1%	-5%	20%[57.1 µM]	2%[57.1 µM]	1%	-18%	-20%
CCCn1c(N)c(C(=O)CSc2nnc(Cc3cccs3)n2C2CC2)c(=O)[nH]c1=O	-18%	5%	/	-2%	/	/	-4%	-2%	/
COc1ccc2[nH]c(=O)c(CN(C)C(=O)c3cccs3)cc2c1	-8%	0%	6.7%	?	23%	52%[activator]	-3%	4%	-10%
O=[N+]([O-])c1ccccc1S(=O)(=O)NC1CCCCCCC1	-8%	-14%	-1.5%	-5%	3%	-10%	-8%	0%	14%
O=C(Cc1ccccc1)NCCS(=O)(=O)N1CCN(c2ccccc2)CC1	-17%	2%	1.1%	-6%	14%	5%	-4%	-2%	-5%
CC1CN(CCCCOc2ccc3ccccc3c2)CC(C)O1 (configuration not stated)	2%	-22%	0.8%	-19%	-10%	-13%	0%	10%	9%
COc1ccc(-n2cc(-c3ccc(OC(F)F)cc3)[n+]3c2CCCCC3)cc1	-7%	-5%	2.8%	-5%	20%	11%	9%	14%	0%

# This is a subset; count on the stated rates, not on these rows.
